Screens as filed in PubChem BioAssay.
GAA glycogen: alters human alpha-glucosidase cleavage of glycogen; Potency, µM (titrated, usually from 76.4 µM), without a hit: at the top dose activity change, negative = inhibition, usual class: inhibitors; actives 0.38% (n = 300,000); recombinant GAA, glycogen substrate, Amplex Red glucose oxidase fluorescence;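 note: 0% = full enzyme reaction and -100% = no-enzyme basal signal; the screen sought inhibitors and activators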
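Recombinant human enzyme (4 nM); glycogen substrate; 37 C, 40 min, pH 5.0. Readout: coupled glucose oxidase/Amplex Red fluorescence.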
aGal spleen mod: alpha-galactosidase A (human) modulation. P06280. human spleen homogenate, 4MU-alpha-Gal fluorescence, 40 min. Potency, µM (highest dose often 80 µM), for the others: top-dose activity change, negative = inhibition, hits mostly inhibitors. actives 0.008% (n = 240,000). AID 2107;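 note: 0% = enzyme with vehicle and -100% = no enzyme basal signal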
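Human spleen homogenate (1 ug) as enzyme source, 4-methylumbelliferyl-alpha-D-galactopyranoside 1 mM final, citrate/phosphate pH 5.0 with 0.01% Tween-20. Compounds 40 min at 37C, NaOH/glycine stop; fluorescence Ex 365/Em 440, Hill-fit AC50.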
RGS12 GoLoco inh: RGS12 GoLoco-Gai1 interaction inhibition; P63096; Gai1:RGS12 GoLoco peptide FP, rhodamine, 10 min; Potency, µM (titrated, usually from 61.6 µM), inactives show top-dose activity, negative = inhibition, actives largely listed as inhibitors; actives 0.44% (n = 230,000); active = well fitted inhibition curve with a large enough effect, not every such curve was filed as active; inactive = no such curve, though single readings can be large or run the other way; note: % is set by controls: 0 for no effect and ±100 for the full control effect; nearly all actives have a fitted effect of over 30% in size; many of its hits are not listed in these tables
Target sequence (P63096 whole entry, looked up): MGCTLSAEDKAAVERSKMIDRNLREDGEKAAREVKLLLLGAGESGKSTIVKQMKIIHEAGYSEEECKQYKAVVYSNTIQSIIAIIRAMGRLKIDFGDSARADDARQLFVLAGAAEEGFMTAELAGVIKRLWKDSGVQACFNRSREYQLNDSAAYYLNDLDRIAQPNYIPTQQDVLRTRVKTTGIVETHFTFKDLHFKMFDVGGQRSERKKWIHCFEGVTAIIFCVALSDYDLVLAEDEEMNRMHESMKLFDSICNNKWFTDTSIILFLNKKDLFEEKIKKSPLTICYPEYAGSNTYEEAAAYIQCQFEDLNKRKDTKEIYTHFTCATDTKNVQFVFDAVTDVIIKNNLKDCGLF
SMN2 splice enh: increases expression of the SMN2 splice variant; Potency, µM (titrated, usually from 46.1 µM), for the others: at the highest dose activity change, positive = activation, hits mostly activators; HEK293 SMN2-luciferase splicing reporter, luminescence, 30-36 h; actives 2.8% (n = 210,000); note: % of control where 0% means no effect; nearly all actives have a fitted effect of over 55% in size
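HEK293 cells carry an SMN2 minigene-luciferase reporter in which exon 7 inclusion puts luciferase in frame. Cells were seeded at 2000 cells/well, attached for 10-12 hours, then exposed to compounds for 30-36 hours at 37C before ONE-Glo luminescence.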
GAA spleen mod: inhibits or activates alpha-glucosidase in human spleen homogenate. P10253. human spleen homogenate, 4-MU-alpha-glucoside fluorescence. Potency, µM (highest dose often 79.9 µM), for inactives: at the highest dose activity change, negative = inhibition, most hits filed as inhibitors. actives 0.006% (n = 240,000);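 note: 0% = enzyme with vehicle and -100% = no enzyme basal signal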
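AC50 values come from Hill-equation fits of concentration-response data, normalized to no-enzyme and full-activity controls. Enzyme source: 1 ug human spleen homogenate; 1 mM fluorogenic 4-MU glucoside, pH 5.0 citrate buffer, 37 C, 40 min.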
KDM4E inh: blocks human JMJD2E demethylase activity; B2RXH2; JMJD2E catalytic domain, FDH-coupled NADH fluorescence (FDH is formaldehyde dehydrogenase); Potency, µM (series often up to 57.1 µM), for the others: at the top dose activity change, negative = inhibition, most hits filed as inhibitors; actives 1.6% (n = 230,000); active = well fitted inhibition curve with a large enough effect, not every such curve was filed as active; inconclusive = small, poorly fitted or top-dose-only effect, or another doubt; inactive = no such curve, though single readings can be large or run the other way;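 note: 0% = wells with enzyme and -100% = buffer wells without enzyme; nearly all actives have a fitted effect of over 50% in size; many of its hits are not listed in these tables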
ALDH1A1 block: blocks purified human ALDH1A1 activity. actives 7.3% (n = 220,000). Potency, µM (highest dose often 75.3 µM), for inactives: top-dose activity, negative = inhibition, actives largely listed as inhibitors. P00352. Purified ALDH1A1, NADH fluorescence, propionaldehyde substrate; active = well fitted inhibition curve with a large enough effect, not every such curve was filed as active; inconclusive = small, poorly fitted or top-dose-only effect, or another doubt; inactive = no such curve, though single readings can be large or run the other way;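 note: plate controls were no enzyme wells and a reference inhibitor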
Target sequence (P00352 whole entry, looked up): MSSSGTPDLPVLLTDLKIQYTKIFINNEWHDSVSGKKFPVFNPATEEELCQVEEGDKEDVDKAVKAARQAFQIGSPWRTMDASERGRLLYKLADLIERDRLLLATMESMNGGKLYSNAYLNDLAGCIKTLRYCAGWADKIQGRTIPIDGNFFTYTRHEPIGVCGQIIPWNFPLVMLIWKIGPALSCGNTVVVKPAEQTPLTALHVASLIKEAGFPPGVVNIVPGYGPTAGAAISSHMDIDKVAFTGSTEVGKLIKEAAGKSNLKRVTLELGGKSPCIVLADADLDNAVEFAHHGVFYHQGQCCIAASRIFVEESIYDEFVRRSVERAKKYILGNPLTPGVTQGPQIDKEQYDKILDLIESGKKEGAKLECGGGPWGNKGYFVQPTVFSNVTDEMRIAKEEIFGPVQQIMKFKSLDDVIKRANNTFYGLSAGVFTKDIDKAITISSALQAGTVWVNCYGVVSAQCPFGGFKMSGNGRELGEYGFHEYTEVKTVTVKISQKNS
GAA inh: inhibitors of human lysosomal alpha-glucosidase; purified human GAA, 4-MU-alpha-glucoside fluorescence; Potency, µM (titrated, usually from 76.9 µM), inactives show top-dose activity change, negative = inhibition, hits mostly inhibitors; actives 0.005% (n = 200,000); AID 1466;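 note: plate controls were uninhibited enzyme wells for no effect and no-enzyme background for full effect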
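Fluorescence at Ex 365/Em 440 nm from 4-methylumbelliferone reported enzyme activity after 20 min at room temperature. Reactions used 4 nM enzyme and 400 uM substrate at pH 5.0; curves fitted with the Hill equation.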
The depositor's hits bear a star; ? = inconclusive; . = no result given; & = joins results of further samples; [ ] = another dose, or the depositor's remark. Unless noted, calls come from the whole dose curve; as a rule, active = well fitted curve in the direction sought with a large enough effect; inconclusive = small, poorly fitted or top-dose-only effect, or another doubt; inactive = no such curve, though single readings can be large; an effect the other way counts as inactive or inconclusive. Potency is the fitted concentration of half-maximal effect. Only part of the results is shown; count on the stated rates, not on these rows.

SMILES	GAA glycogen	aGal spleen mod	RGS12 GoLoco inh	SMN2 splice enh	GAA spleen mod	KDM4E inh	ALDH1A1 block	GAA inh
CC(C)Cn1c(-c2cc([N+](=O)[O-])ccc2Cl)nc2c1c(=O)[nH]c(=O)n2Cc1ccccc1	-2%	2%	1%	-23%	-19%	-7%	?	-8%
CC(=O)O/N=C/c1c(N2CCOCC2)n(C)c2ccccc12	-4%	11%	7%	-62%[inhibitor]	-5%	3%	6%	5%
CCC(CC)C(=O)c1c[nH]c(C(=O)NCc2ccco2)c1	2%	-9%	-4%	4%	-6%	-7%	-9%	3%
CC1Cc2cc(-c3csc(NC(=O)Cc4cccs4)n3)ccc2N1S(C)(=O)=O (stereo not given)	-1%	-13%	-4%	-114%[inhibitor]	-2%	-17%	?	-16%
Cc1nc(N=Nc2ccc(S(=O)(=O)O)cc2S(=O)(=O)O)c(COP(=O)(O)O)c(C=O)c1O	.	15%&-13%&4%	6%&1%&-4%	-2%&-7%	-8%&-9%&-6%	?	2%&17%&-5%	.
C=CCOc1nc2c(c(=O)n(C)c(=O)n2C)n1Cc1ccc(Cl)cc1	13%	13%	5%	-34%[inhibitor]	-6%	7%	-3%	6%
N#Cc1nc(-c2cccs2)oc1N1CCN(Cc2ccccc2)CC1	-5%	12%	-1%	-6%	3%	?	?	?
c1ccc(Nc2cc(Nc3ccccc3)[nH]n2)cc1	28µM*	-13%	-17%	3%	-10%	-28%	?	-10%
O=C(Nc1nccs1)C(c1ccccc1)N1CCCCC1 (stereo not given)	5%	9%	6%	9%	2%	10%	?	-12%
CC(CC(=O)O)CC(=O)Nc1ccccc1C(=O)O (stereo not given)	6%	-2%	5%	22%	-10%	?	-5%	-5%
COCCCn1c(SCC(=O)n2c(C)c(C)c3ccccc32)nnc1-c1ccoc1C	4%	5%	11%	-10%	1%	-1%	25µM*	-1%
N#Cc1ccc(Oc2nc(C#N)cc(-c3ccccc3)n2)cc1	-7%	5%	-7%	-43%[inhibitor]	0%	?	4%	1%
O=C1OCC(CO)(CO)N=C1NNc1ccccc1Cl	28µM*	-2%	4%	-3%	-8%	-5%	5%	-7%
O=C(NCc1ccc2c(c1)OCO2)C1CCN(S(=O)(=O)c2cccc3nsnc23)CC1	-9%	-10%	6%	3%	-4%	-7%	8%	-5%
CCOC(=O)c1ccc(Cl)c(NC(=O)c2cccnc2)c1	-2%	-7%	8%	.	6%	?	11µM*	-7%
COC(=O)c1ccc(NC(=S)Nc2ccc3ccccc3c2)cc1	-2%	2%	3%	0%	1%	?	?	-4%
CN(C)c1ccc(C(=S)N2CCCCC2)cc1Br	-14%	8%	13%	11%	9%	-2%	-3%	-4%
O=S(=O)(c1ccc(C2=CSC3=NCCN23)cc1)N1CCOCC1	-28%	9%	-26%	-10%	9%	?	16µM*	3%
COCCN(C(=O)c1ccc2ccccc2c1)c1c(N)n(Cc2ccccc2)c(=O)[nH]c1=O	2%	1%	-7%	.	5%	5%	-5%	9%
NC(=O)COC(=O)c1cccc(S(=O)(=O)N2CCN(c3ccc(F)cc3)CC2)c1	5%	-3%	2%	0%	-12%	-14%	-4%	3%

The final two entries of the part above come first, to join the parts.
SMILES	GAA glycogen	aGal spleen mod	RGS12 GoLoco inh	SMN2 splice enh	GAA spleen mod	KDM4E inh	ALDH1A1 block	GAA inh
COCCN(C(=O)c1ccc2ccccc2c1)c1c(N)n(Cc2ccccc2)c(=O)[nH]c1=O	2%	1%	-7%	.	5%	5%	-5%	9%
NC(=O)COC(=O)c1cccc(S(=O)(=O)N2CCN(c3ccc(F)cc3)CC2)c1	5%	-3%	2%	0%	-12%	-14%	-4%	3%
Cc1ccccc1S(=O)(=O)NCc1cccnc1	4%	-3%	-3%	6%	5%	-3%	-6%	3%
Cc1sc2nc(N)sc2c1C	18µM*	-8%	6%	-4%	0%	1%	-13%	-5%
O=C(NC1CCS(=O)(=O)C1)c1ccccc1C(=O)c1ccccc1 (stereo not given)	10%	6%	2%	16%	0%	4%	-6%	2%
COC(=O)CN(CCc1ccccc1)S(=O)(=O)c1ccc(OC)c(OC)c1	2%	2%	13%	-6%	-1%	-5%	-3%	1%
COc1cc2c(cc1NC(=O)c1ccco1)CCCC2	3%	5%	2%	21%	-3%	-2%	-3%	0%
COc1ccccc1-n1c(=O)[nH]c2c(C(N)=O)nc(CC(C)C)nc21	-10%	9%	0%	-1%	11%	?	-8%	-8%
Cc1[nH]c2ccccc2c1/C=N/n1cnnc1	-1%	-5%	8%	-5%	7%	1%	10%	?
Cc1ccc(C(=O)Nc2cccc(Oc3ccccc3)c2)o1	1%	2%	6%	13%	5%	-4%	0%	0%
Cc1cccc(NC(=O)c2ccc(OC3CSC3)cc2)c1	-3%	0%	-3%	18µM*	-2%	-8%	9%	8%
O=C(COc1ccc2ccccc2c1)Nc1ccc(S(=O)(=O)N2CCCCCC2)cc1	3%	0%	13%	-6%	4%	-8%	2%	-1%
CNC(=O)NC(=O)C(C)OC(=O)c1oc2ccccc2c1CSc1ccc(Cl)cc1 (stereo not given)	-3%	2%	-17%	-13%	-2%	-1%	-14%	-1%
Cc1cc(C)n(-c2nc(NCCCN(C)C)c3c4c(sc3n2)COC(C)(C)C4)n1	9%	-12%	4%	.	-9%	?	.	.
O=C(Oc1c(CN2CCOCC2)cc(Cl)c2cccnc12)c1cccs1	0%	-3%	19%	-61%[inhibitor]	-4%	25µM*	?	-6%
O=C(OCc1ccccn1)c1ccc(COc2ccc3ccccc3c2)o1	-3%	-2%	0%	.	4%	-2%	.	.
Cc1cccc(NC(=O)CS(=O)(=O)c2cn(C)c3ccccc23)c1C	6%	0%	2%	-3%	-5%	-2%	?	-1%
Cn1c(C(O)C(O)c2ccccc2)nc2ccccc21 (stereo not given)	11%	-8%	0%	9%	-3%	?	11%	8%
O=C1c2ccccc2OCOc2ccccc21	-3%	-1%	-1%	-12%	0%	6%	2%	-4%
O=[N+]([O-])c1ccc2nc(-c3ccccc3[N+](=O)[O-])[nH]c2c1	7%	-4%	-4%	-5%	-21%	-1%	-1%	-12%
O=C(CC(NC(=O)c1ccccc1)c1ccccc1)Nc1cccc2ccccc12 (stereo not given)	11%	1%	7%	-1%	-5%	-11%	10%	-1%
CCCCOc1ccc(CSc2nc(C)[nH]c2[N+](=O)[O-])cc1[N+](=O)[O-]	-1%	4%	2%	.	-2%	0%	.	.

Whole records, looked up by structure.
Cc1ccccc1S(=O)(=O)NCc1cccnc1 is entered as GAA glycogen = 4%; aGal spleen mod = -3%; RGS12 GoLoco inh = -3%; SMN2 splice enh = 6%; GAA spleen mod = 5%; KDM4E inh = -3%; ALDH1A1 block = -6%; GAA inh = 3%
CC1Cc2cc(-c3csc(NC(=O)Cc4cccs4)n3)ccc2N1S(C)(=O)=O (stereo not given) is entered as GAA glycogen = -1%; aGal spleen mod = -13%; RGS12 GoLoco inh = -4%; SMN2 splice enh = -114%[inhibitor]; GAA spleen mod = -2%; KDM4E inh = -17%; ALDH1A1 block = ?; GAA inh = -16%

(further entries)
SMILES	GAA glycogen	aGal spleen mod	RGS12 GoLoco inh	SMN2 splice enh	GAA spleen mod	KDM4E inh	ALDH1A1 block	GAA inh
C=CC[N+](C)(C)CC(=O)OCc1ccccc1	6%	2%	3%	-3%	0%	9%	8%	1%
CCCN1C(=O)/C(=C\C=C2/Sc3ccccc3N2CC)SC1=S	1%	6%	316%[activator]	-12%	3%	2%	?	6%
Clc1ccc(-c2ccn[nH]2)cc1	14%	4%	-12%	0%	1%	-1%	-5%	?
COC(=O)Nc1ccc(S(=O)(=O)N2CCN(C)CC2)cc1	-8%	-6%	4%	-1%	-9%	-3%	15%	-5%
CNC(=S)NNC(=O)c1ccc(=O)n(Cc2cccc(C(F)(F)F)c2)c1	?	-1%	2%	-11%	0%	3%	6%	-3%
Nc1c(C(=O)O)cnn1-c1ccccc1	8%	-3%	-12%	9%	-1%	-1%	-2%	1%
CCCSc1nc(N)c2c3c(sc2n1)CN(C)CC3	?	6%	31%[activator]	24%	-3%	?	?	10%
O=C1c2ccccc2N2C(=O)c3ccccc3C2N1Cc1ccccc1 (stereo not given)	-6%	3%	2%	.	-2%	-1%	.	.
Cc1cc(Br)ccc1OCCCCNC(C)(C)C	-1%	-11%	8%	-9%	-8%	-23%	-4%	6%
Cc1cccc2c(=O)c(C(=O)N3CCCCCC3)c[nH]c12	-7%	10%	1%	5%	12%	-8%	?	-2%
COc1ccccc1N1CCN(C(=O)CSc2nnc(-c3ccoc3C)o2)CC1	6%	1%	5%	-33%[inhibitor]	-3%	-1%	1.6µM*	-1%
O=C(NC[C@@H]1CCCCN1)c1cc(OCC(F)(F)F)ccc1OCC(F)(F)F	.	-3%[29.1 µM]	4%[21.6 µM]	10%[20.6 µM]	-1%[29.1 µM]	3%[25.5 µM]	6%[20.9 µM]	.
O=C(c1cnn(-c2nc3ccccc3s2)c1)c1ccccc1O	-1%	-10%	5%	51%	-4%	-3%	5%	-9%
CC(OC(=O)Cc1coc2cc3c(cc12)CCC3)C(=O)NC(N)=O (stereo not given)	0%	-1%	19%	9%	-2%	9%	-1%	-9%
CCOC(=O)c1c(-c2ccc(Cl)cc2)csc1NC(=O)CNCc1ccco1	-3%	11%	-12%	.	3%	25µM*	.	.

Exported with values under each structure: part of the list above
Results follow in this order: GAA glycogen, aGal spleen mod, RGS12 GoLoco inh, SMN2 splice enh, GAA spleen mod, KDM4E inh, ALDH1A1 block, GAA inh
- O=C(NC[C@@H]1CCCCN1)c1cc(OCC(F)(F)F)ccc1OCC(F)(F)F
 : ., -3%[29.1 µM], 4%[21.6 µM], 10%[20.6 µM], -1%[29.1 µM], 3%[25.5 µM], 6%[20.9 µM], .
- O=C(c1cnn(-c2nc3ccccc3s2)c1)c1ccccc1O
 : -1%, -10%, 5%, 51%, -4%, -3%, 5%, -9%
- CC(OC(=O)Cc1coc2cc3c(cc12)CCC3)C(=O)NC(N)=O (stereo not given)
 : 0%, -1%, 19%, 9%, -2%, 9%, -1%, -9%
